Source: PubChem (MTDP)
RNase H inhibition – RNase H inhibition, HIV 1 Gag Pol polyprotein, FRET biochemical assay, screening (AID 372) | HIV-1 RT RNase H, FRET RNA/DNA substrate fluorescence; higher % means a stronger effect | one-dose inhibition, % at 10 µM; IC50 in µM for titrated hits | 100,000 compounds, 0.77% hits; in the data active = inhibition above about 50%
* = called active by the depositor.

SMILES	RNase H inhibition
CCOC(=O)c1c(NC(=O)c2cccc(Cl)c2)sc(C(=O)Nc2ccccc2OCC)c1C	7%
O=C(N/N=C/c1ccc(Br)cc1)c1cccc(Cl)c1	6%
COc1cc([N+](=O)[O-])ccc1N=S(C)C	7%
N#C/C(=C\c1cc(I)cc(I)c1O)c1ccc([N+](=O)[O-])cc1	19%
CCOc1cc(C=O)cc(I)c1OCc1cccc([N+](=O)[O-])c1	0%
Oc1[nH]c2ccccc2c1C=NCc1ccc(Cl)c(Cl)c1	8%
CCOC(=O)c1ccc(N=Cc2ccc3ccccc3c2)cc1	49%
COc1ccc2oc(=O)c(C(=O)Nc3cccc([N+](=O)[O-])c3)cc2c1	55%*
COc1ccc(OCC(=O)NCCOc2ccccc2)cc1	0%
Oc1ccc(Br)cc1/C=N/Nc1ccccn1	1%
COc1ccc(CNC23CC4CC(CC(C4)C2)C3)cc1Br	9%
O=C(CSc1nnc(-c2cccnc2)o1)c1ccc(Br)cc1	11%
Oc1ccccc1N=Cc1ccc(Br)cc1	2%
Cc1ccc2c(nc3s/c(=C/c4ccc(-c5ccc6c(c5)COC6=O)o4)c(=O)n32)c1C	18%
C/C(=N\NC(=O)c1ccc(=O)[nH]n1)c1ccccc1O	5%
CC(C)n1c(O)c(C2=c3cc(Br)ccc3=NC2=O)sc1=S	0%
Cc1cc(Nc2ccc(C)c(C)c2)n2ncnc2n1	8%
CC1=C(C(=O)OC2CCCC2)C(c2ccc(Cl)cc2)C2=C(CC(C)(C)CC2=O)N1 (centres undefined)	2%
O=C(Nc1cccc(-c2nc3ccccc3[nH]2)c1)c1ccncc1	15%
CCCOC(=O)C1=C(C)N(C)C(=O)NC1c1cc(Cl)c(O)c(OC)c1 (centres undefined)	3%
O=C(N/N=C/c1cc(I)cc(I)c1O)C(O)c1ccccc1 (centres undefined)	7%
COc1ccc(CC(=O)NNC(=O)COc2ccc(Cl)cc2)cc1OC	0%
Cc1ccc(NC(=O)c2ccc([N+](=O)[O-])cc2[N+](=O)[O-])cc1	4%
COC(=O)c1c(NC(=O)c2ccccc2Br)sc2c1CCCC2	18%
O=C(NNc1ccc([N+](=O)[O-])cc1)c1ccccc1Br	0%
CCOC(=O)c1ccc(NC(=S)NC(=O)c2ccc(OCC)c(Cl)c2)cc1	14%
O=C(Nc1ccccc1C(F)(F)F)c1ccc([N+](=O)[O-])cc1Cl	2%
C=C(C)[C@@H]1CC=C(CNc2ccc(OC)c(OC)c2)CC1	17%
Cc1cc(C)n(-c2cc(-c3ccccc3)nc(-c3ccc(Br)cc3)n2)n1	0%
N#CCOc1ccccc1/C=C1/Sc2ccccc2C1=O	22%

13 compounds from above, sorted by number of heavy atoms, smallest number first.
SMILES	RNase H inhibition
Oc1ccccc1N=Cc1ccc(Br)cc1	2%
Oc1ccc(Br)cc1/C=N/Nc1ccccn1	1%
Cc1cc(Nc2ccc(C)c(C)c2)n2ncnc2n1	8%
C/C(=N\NC(=O)c1ccc(=O)[nH]n1)c1ccccc1O	5%
CC(C)n1c(O)c(C2=c3cc(Br)ccc3=NC2=O)sc1=S	0%
O=C(CSc1nnc(-c2cccnc2)o1)c1ccc(Br)cc1	11%
O=C(Nc1ccccc1C(F)(F)F)c1ccc([N+](=O)[O-])cc1Cl	2%
O=C(Nc1cccc(-c2nc3ccccc3[nH]2)c1)c1ccncc1	15%
CCCOC(=O)C1=C(C)N(C)C(=O)NC1c1cc(Cl)c(O)c(OC)c1 (centres undefined)	3%
COc1ccc(CC(=O)NNC(=O)COc2ccc(Cl)cc2)cc1OC	0%
CCOC(=O)c1ccc(NC(=S)NC(=O)c2ccc(OCC)c(Cl)c2)cc1	14%
CC1=C(C(=O)OC2CCCC2)C(c2ccc(Cl)cc2)C2=C(CC(C)(C)CC2=O)N1 (centres undefined)	2%
Cc1ccc2c(nc3s/c(=C/c4ccc(-c5ccc6c(c5)COC6=O)o4)c(=O)n32)c1C	18%

Continuation.
SMILES	RNase H inhibition
CCCCCC(=O)N1c2ccccc2NC2=C(C(=O)CC(c3ccc(OC)cc3)C2)C1c1ccco1 (centres undefined)	19%
Cc1cc(NC(=O)c2ccccc2I)ccc1NC(=O)c1ccccc1	5%
COc1cc(/C=N/n2cnnc2)ccc1OCc1cccc2ccccc12	10%
CCOc1ccc(N/C(C)=C/C(=S)Nc2ccccc2)cc1	10%
O=C(N/N=C/c1cccc([N+](=O)[O-])c1)c1cc(-c2ccc(Cl)cc2)n[nH]1	13%
C#Cc1cccc(NC(=O)c2cccc(N3C(=O)c4ccc(Oc5cccc([N+](=O)[O-])c5)cc4C3=O)c2)c1	15%
Cc1cccc(/C(N)=N/OC(=O)c2cccc(Br)c2)c1	17%
O=C(Nc1nc(-c2ccc(F)cc2F)cs1)c1c(F)cccc1F	0%
CCOC(=O)c1c(NC(=O)COc2ccc(Cl)cc2)sc(C(=O)N2CCCCC2)c1C	4%
Cc1ccccc1N1CCN(C2=NC(=O)/C(=C\c3ccc(OCc4ccccc4)cc3)S2)CC1	7%
CCc1ccc(NC(=O)CSc2nc3ccc(N)cc3s2)cc1	15%
Cc1cc2nc3s/c(=C/c4ccccc4OCc4ccc(Cl)cc4Cl)c(=O)n3c2cc1C	13%
COc1ccc(C2C(C#N)=C(N)Oc3cc(C)oc(=O)c32)c(C)c1C (centres undefined)	6%
CC1=C(C(=O)OCC2CCCO2)C(c2cccc(Br)c2)C2=C(CCCC2=O)N1 (centres undefined)	12%
Cc1cccc(Cn2cc(C=C3C(=O)NC(=S)NC3=O)c3ccccc32)c1	24%
Cc1ccc(C(C)C)c(OCC(=O)Nc2cccc(Cl)c2C)c1	15%
COC(=O)C1=NN(C(=O)c2ccccc2)C(O)(C(C)(C)C)C1 (centres undefined)	0%
CCc1ccc2oc(-c3ccc(C)c(N)c3)nc2c1	22%
CCOC(=O)C1=C(C)N=c2s/c(=C\c3ccccc3Cl)c(=O)n2C1c1ccc(N(C)C)cc1 (centres undefined)	12%
COc1ccc(C(=O)NC(=S)Nc2ccc(Cl)cc2Cl)cc1Br	5%

Random excerpt: five records from the list
SMILES	RNase H inhibition
CCOC(=O)C1=C(C)N=c2s/c(=C\c3ccccc3Cl)c(=O)n2C1c1ccc(N(C)C)cc1 (centres undefined)	12%
CC1=C(C(=O)OCC2CCCO2)C(c2cccc(Br)c2)C2=C(CCCC2=O)N1 (centres undefined)	12%
COC(=O)C1=NN(C(=O)c2ccccc2)C(O)(C(C)(C)C)C1 (centres undefined)	0%
COc1ccc(C2C(C#N)=C(N)Oc3cc(C)oc(=O)c32)c(C)c1C (centres undefined)	6%
CCc1ccc2oc(-c3ccc(C)c(N)c3)nc2c1	22%

Other results follow.
SMILES	RNase H inhibition
O=C(/C=C/Nc1cccc(O)c1)c1ccccc1	4%
Fc1ccc(OCCCN2CCCC2)cc1	8%
CN1CCN(S(=O)(=O)c2ccc(Oc3ccc([N+](=O)[O-])cc3)cc2)CC1	1%
O=C(Nc1ccc(N=Cc2ccccc2O)cc1)c1ccc(Cl)cc1Cl	14%
C/C(=C\C(=O)NC1CC(C)(C)NC(C)(C)C1)NC1CC(C)(C)NC(C)(C)C1	0%
COc1ccc(C)cc1NC(=O)c1cccc([N+](=O)[O-])c1C	6%
CN(C)c1ccc(/C=C/c2[nH]c(=O)[nH]c(=O)c2[N+](=O)[O-])cc1	8%
O=c1[nH]c(SCc2ccccc2)nc2c1C1(CCCC1)Cc1ccccc1-2	22%
CCOCCOC(=O)C1=C(C)NC(=O)CC1c1ccccc1Cl (centres undefined)	1%
N/C(=N\OC(=O)c1ccc([N+](=O)[O-])cc1)c1ccccc1Cl	10%
C/C(=N\NC(=O)/C(=C\c1ccc2c(c1)OCO2)NC(=O)c1ccccc1)c1cccc([N+](=O)[O-])c1	8%
N#Cc1c(N)nc2c(c1-c1cccc(O)c1)CCCCC2	13%
CCOC(=O)c1nc2nc(-c3cccs3)cc(C(F)(F)F)n2n1	0%
CCOc1ccc(C(=O)N/N=C/c2ccc(N(CC)CC)cc2)cc1	17%
O=C1CC(c2ccccc2Br)c2c(ccc3ccccc23)N1 (centres undefined)	0%
Cc1ccc(C(=O)N(C)c2ccccc2)cc1	0%
CN(C)c1ccc(C=Nn2c(-c3ccc(Cl)cc3Cl)n[nH]c2=S)cc1	20%
O=C(O)COc1ccccc1/C=N/NC(=O)Cc1ccc(Br)c2ccccc12	19%
CCOc1cccc(C(=O)Nc2ccc([N+](=O)[O-])cc2OC)c1	20%
COCCNC(=O)COc1ccc(Cl)cc1C	8%
CCOC(=O)c1c(NC(=O)c2cccc(Cl)c2)sc(C(=O)Nc2cccc(Cl)c2C)c1C	0%
CCOC(=O)c1cc(-c2ccc(O)cc2)nc2ccccc12	15%
Cc1ccccc1/C=C1/SC(=S)N(C)C1=O	16%
Cc1c(C(=O)NC(=S)Nc2cccc(-c3nc4ccccc4o3)c2)cccc1[N+](=O)[O-]	33%
COc1ccc(-c2cc(=O)oc3c(C)c(OCC(C)=O)ccc23)cc1	4%
Cc1cccc(COc2ccc(C=O)cc2)c1	10%
Cc1nc(N/N=C/c2ccc3c(c2)OCO3)sc1C	10%
Cc1ccc(N2C(=O)NC(=O)/C(=C\c3ccc(N(C)C)o3)C2=O)cc1C	18%
Cc1ccc(NC(=O)COc2ccc(C(C)C)cc2)c(Br)c1	3%
CC(=O)/C(C)=C(\NC(=O)c1ccccc1)c1ccccc1	1%
C#CCSc1nc2ccc([N+](=O)[O-])cc2s1	0%
COc1ccccc1C1C(C#N)=C(N)Oc2c1sc1ccccc21 (centres undefined)	23%
O=C1OC(c2ccccc2)OC(=O)C1=Cc1cc2c(cc1[N+](=O)[O-])OCO2 (centres undefined)	21%
Cc1ccc(N2C(=O)/C(=C/c3cccc4ccccc34)SC2=S)cc1	4%
CCOC(=O)c1ccc(NC(=S)NC(=O)c2cccc(I)c2)cc1	18%
CCn1c(C)c(C(C)=O)c(N2CCOCC2)nc1=S	4%
OC1CCN(Cc2ccc3ccccc3c2)CC1	0%
COC(=O)c1ccc(OCC(O)CN(C)C)cc1 (centres undefined)	0%
COc1cccc(/C=C2\CC/C(=C\c3cccc(OC)c3OC)C2=O)c1OC	13%
O=C1NC(=S)N(c2ccc(F)cc2)C(=O)/C1=C/c1cc(Cl)c(O)c(Cl)c1	14%
CCOc1ccc(N2C(=O)NC(=O)/C(=C\c3ccc(-c4cc([N+](=O)[O-])ccc4Cl)o3)C2=O)cc1	15%
CCN(CC)C(=O)C1CC(=O)OC12CCCCC2 (centres undefined)	0%
O=C(NCC1CCCO1)c1cc2n(n1)C(C(F)(F)F)CC(c1cccs1)N2 (centres undefined)	4%
CC(=O)Oc1ccc2ccccc2c1C(NC(=O)Cc1ccccc1)c1ccccc1Cl (centres undefined)	12%
O=C(Nc1ccc2oc(-c3ccc(Br)cc3)nc2c1)c1ccc(Cl)c([N+](=O)[O-])c1	58%*
CCN(CC)C(=O)CN(c1ccc(Cl)cc1)S(C)(=O)=O	0%
O=C(NCc1ccccc1Cl)C(=O)Nc1cccc(C(F)(F)F)c1	8%
CCOCCOC(=O)C(C)Oc1ccc2c(=O)c(Oc3ccc(OC)cc3)c(C(F)(F)F)oc2c1 (centres undefined)	8%
COCCN1C(=O)/C(=C/c2c(Cl)cccc2Cl)SC1=S	26%
O=C1N/C(=N\N=C\c2ccc(O)cc2)SC1Cc1ccc(Br)cc1 (centres undefined)	15%

Next records
SMILES	RNase H inhibition
CCOc1ccc(N(CC(=O)Nc2c(C)cccc2C)S(=O)(=O)c2ccccc2)cc1	3%
Cc1nc(-c2ccccc2)nc2[nH]ccc(=O)c12	3%
COc1cc(C=Nc2cc(Cl)cc(Cl)c2)c([N+](=O)[O-])cc1OC	3%
COc1cccc(CNCc2cccc(F)c2)c1OC	5%
Cc1ccccc1-n1c(C=C2C(=O)N(C)c3ccc(Br)cc32)nc2ccccc2c1=O	38%
O=C(NC(=S)Nc1ccc(Cl)cc1)c1ccccc1[N+](=O)[O-]	8%
COc1ccc(C)cc1NC(=O)C1CC1c1ccccc1 (centres undefined)	13%
CCN(CC)c1c([N+](=O)[O-])c(=O)n(C)c2ccccc12	2%
CN1C(=O)/C(=C2\SC(=Nc3ccccc3)N(c3ccccc3)C2=O)c2cc(Br)ccc21	2%
Brc1ccc(-c2nnnn2-c2ccccc2)cc1	12%
COc1cc(C(=O)NC(=S)Nc2ccc3oc(-c4ccccc4C)nc3c2)cc(OC)c1OC	5%
O=C(Nc1ccccc1Cl)c1cc2ccccc2cc1O	2%
CCOC(=O)C1(C)C=C(Nc2cccc(C(F)(F)F)c2)C(=O)N1c1ccccc1 (centres undefined)	0%
O=[N+]([O-])c1c(Nc2ccccc2O)ncnc1Nc1ccccc1O	11%
CSc1nc2c(c(=O)n1-c1ccccc1)C1(CCCC1)Cc1ccccc1-2	0%
CC(=O)NC1=NC(=O)/C(=C\c2sccc2C)S1	3%
O=C(c1cnn2c1NC(c1ccc(Br)cc1)CC2C(F)(F)F)N1CCOCC1 (centres undefined)	11%
O=C(NCCc1ccccc1)C(Cl)Cl	15%
Cc1cc(OCC(=O)N2CCN(c3ccc([N+](=O)[O-])cc3)CC2)ccc1Br	30%
COc1cc([N+](=O)[O-])ccc1-c1ccc(/C=C(/C#N)C(=O)Nc2ccc(Cl)cc2)o1	0%
COc1ccc(-n2nnnc2SCC(=O)Nc2nonc2-c2nc3ccccc3n2C)cc1	16%
CCCCNCCCCOc1cc(C)ccc1C	5%
O=[N+]([O-])c1cccc(C2SCCN2S(=O)(=O)c2ccccc2)c1 (centres undefined)	2%
COc1ccc(N(CC(=O)Nc2cccc(Br)c2)S(=O)(=O)c2ccc(C)c([N+](=O)[O-])c2)cc1	18%
COC(=O)/C(=C/C=C/N(C)C)C(C)=O	10%
CSc1nnc(-c2ccccc2N)c(=O)[nH]1	11%
COc1cc(Cl)c(/C=C2\C(=O)NC(=S)N(c3cccc(Cl)c3Cl)C2=O)cc1OC	15%
O=C1C(=O)N(c2ccc(Br)cc2)C(c2ccccc2F)/C1=C(/O)c1ccc(Br)cc1 (centres undefined)	10%
CCOc1cc(Cl)cc(/C=N/NC(=O)c2ccc3c(c2)OCO3)c1O	14%

This is a subset, so the mix of outcomes need not match the whole.
